TAAR1 ag: agonists of human TAAR1. CHO RD-HGA16 TAAR1, Fluo-8 calcium fluorescence; vehicle wells 0%, saturating PEA agonist 100%. 360,000 tested, 0.99% active. Q96RJ0. activation, % at 3 µM;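 active = activation above the mean activation of all test compounds in the run plus 3 SD, cut at about 38% in these data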
Target sequence (Q96RJ0 whole entry, looked up): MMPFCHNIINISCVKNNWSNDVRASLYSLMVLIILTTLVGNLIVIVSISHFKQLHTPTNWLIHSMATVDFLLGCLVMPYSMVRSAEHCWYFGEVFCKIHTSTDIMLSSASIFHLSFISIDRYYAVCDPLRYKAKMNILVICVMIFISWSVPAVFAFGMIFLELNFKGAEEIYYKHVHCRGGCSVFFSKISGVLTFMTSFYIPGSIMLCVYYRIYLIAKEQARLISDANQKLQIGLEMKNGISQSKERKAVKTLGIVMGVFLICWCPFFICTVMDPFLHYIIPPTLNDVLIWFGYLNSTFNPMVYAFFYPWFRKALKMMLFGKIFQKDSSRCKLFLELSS
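Benchmarks: low control DMSO, high control PEA (EC100); System: CHO RD-HGA16 cells carrying human TAAR1 plus Gα16; Detection: Fluo-8 fluorescence, 5 s baseline then 140 s kinetic read; Schedule: 17-24 h plating, Fluo-8 75 min 37 °C, 30 min RT; Read-out basis: % activation from peak over basal fluorescence ratio, DMSO-to-PEA scaled.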
CHO-K1 Ca PAM: nonselective activator or artifact in parental CHO-K1 calcium assay; activation, % at 3 µM; ATP EC20, Fluo-8 calcium fluorescence; 0% at ATP EC20, 100% at ATP max; 360,000 tested, 0.02% active;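 active = activation above the run cutoff, the mean activation of all test compounds plus 3 SD, cut at about 40% in these data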;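 also: peak over basal fluorescence ratio in a 140 s read after ATP addition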
CHO parental Ca: counter-screen: ATP calcium response change in parental CHO cells; parental CHO-K1, ATP-induced calcium, Fluo-8 fluorescence; inhibition, % at 5.6 µM; 330,000 tested, 0.63% active; AID 463079;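 active = inhibition above that plate's mean sample inhibition plus 3 SD, cut at about 26% in these data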;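 also: 0% = ATP-challenged DMSO wells and 100% = DMSO wells without ATP; some compounds past the cut are filed as inactive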
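Test system: parental CHO cells; detection: calcium-sensitive Fluo-8 fluorescence; evaluation: percent inhibition of calcium signal; also added: ATP as calcium-mobilizing challenge; repeats: one well per compound; control set: ATP-challenged DMSO wells low, unchallenged DMSO wells high; compound: single nominal dose of 5.6 µM per compound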
CHO-K1 Ca antag: M1 antagonist counterscreen hit in parental CHO-K1 cells; ATP-induced calcium, Fluo-8 fluorescence; inhibition, % at 3 µM; 360,000 tested, 0.6% active; AID 602250;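 active = inhibition above a per-plate cutoff, the plate's mean sample inhibition plus 3 SD, cut at about 24% in these data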;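 also: 0% = DMSO plus EC80 ATP and 100% = DMSO alone without ATP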
V1R ag counter: V1a receptor agonism, counter-screen for OXTR agonists | 320,000 tested, 0.25% active | P37288 | CHO-V1R cells, Fluo-8 calcium fluorescence, agonist mode; 0% DMSO, 100% 3 nM vasopressin | AID 2797 | activation, % at 3 µM;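 active = activation above the mean activation of all tested compounds plus 3 SD, per screening run, cut at about 20% in these data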;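 also: signal is peak over basal fluorescence ratio across a 100 second FLIPR read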
M1 ag parental: nonselective activator or artifact in parental CHO-K1 cells; Fluo-8 calcium fluorescence; scaled to maximal ATP response, vehicle zero; activation, % at 3 µM; 360,000 tested, 0.48% active; in the data active = activation above about 15%;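 also: untransfected CHO-K1 host cells lacking M1 receptor as counterscreen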
TAAR1 antag: antagonists of human TAAR1. inhibition, % at 3 µM. CHO RD-HGA16 TAAR1, Fluo-8 calcium fluorescence, antagonist. AID 624466. Q96RJ0. 360,000 tested, 1.5% active;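 active = inhibition above a per-plate cutoff, the mean inhibition of test compounds on that plate plus 3 SD, cut at about 49% in these data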;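 also: 0% = DMSO plus EC80 beta-PEA response and 100% = DMSO alone without agonist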
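Test system: CHO RD-HGA16 cells bearing hTAAR1 | Reagent: β-PEA, EC80 | Compound dosing: 3 µM, single point | Schedule: Dye loading 75 min at 37 °C, then 30 min room temperature | Signal: Calcium fluorescence with Fluo-8 | Evaluation: Percent inhibition of PEA-evoked calcium signal, max/basal emission ratio | Control set: DMSO-only wells and EC80 β-PEA-stimulated wells | Repeats: Singlicate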
M1 ag: activates human CHRM1 receptor | 360,000 tested, 0.33% active | CHO-K1 hM1, Fluo-8 calcium fluorescence, agonist mode; 0% DMSO, 100% acetylcholine EC100 | P11229 | activation, % at 3 µM;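 active = activation above the run's mean compound activation plus 3 SD, cut at about 16% in these data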;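 also: peak over basal fluorescence ratio within a 140 s kinetic read after compound addition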
OXTR potentiator: potentiators of human oxytocin receptor. activation, % at 3 µM. AID 2445. 320,000 tested, 0.061% active. CHO-OTR cells, Fluo-8 calcium fluorescence, potentiator mode; 0% = oxytocin EC15, 100% = EC100;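 active = activation above that plate's cutoff, the mean activation of tested compounds plus 3 SD, cut at about 6.6% in these data, passing the limit was not always enough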;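 also: 100% uses oxytocin at 75 nM as the full agonist control; some results filed as inactive read as strong as hits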
Target sequence (P30559 whole entry, looked up): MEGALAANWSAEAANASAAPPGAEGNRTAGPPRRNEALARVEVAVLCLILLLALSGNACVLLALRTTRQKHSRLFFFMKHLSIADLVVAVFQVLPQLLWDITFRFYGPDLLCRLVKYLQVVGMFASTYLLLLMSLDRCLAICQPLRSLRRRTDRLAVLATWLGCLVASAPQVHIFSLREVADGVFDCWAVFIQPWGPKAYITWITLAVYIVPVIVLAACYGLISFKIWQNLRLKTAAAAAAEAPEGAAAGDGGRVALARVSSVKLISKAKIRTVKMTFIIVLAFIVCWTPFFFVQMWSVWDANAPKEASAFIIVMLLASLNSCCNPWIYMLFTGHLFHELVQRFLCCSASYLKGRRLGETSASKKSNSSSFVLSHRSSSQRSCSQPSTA
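test system = CHO-OTR cells, human receptor | compound = single-point 3.0 µM | schedule = 6 min compound pre-incubation at room temperature, 100 s kinetic read | signal = Fluo-8 no-wash calcium dye fluorescence, excitation 470-495 nm, emission 515-575 nm | repeats = single well per compound, singlicate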
Numbers without * were called inactive; · = no result given.

SMILES | TAAR1 ag | CHO-K1 Ca PAM | CHO parental Ca | CHO-K1 Ca antag | V1R ag counter | M1 ag parental | TAAR1 antag | M1 ag | OXTR potentiator
COc1ccccc1NS(=O)(=O)NC(=O)c1cn(C)c2ccccc12 | 1 | 6 | -3 | -15 | 0.1 | 0.3 | -4 | 0 | -5
CC12CCC(C(=O)NCc3ccccc3)(OC1=O)C2(C)C (stereo unspecified) | 5 | 15 | -2 | -1 | -0.7 | 0.6 | 9 | -3 | -10
CCCSC1=C(C#N)C(c2ccccc2C)C(C(=O)OC)C(=O)N1 (stereo unspecified) | 7 | 13 | -13 | -19 | -0.6 | 1.9 | 2 | -9 | -1
COc1ccc(S(=O)(=O)N2CCN(C(=O)c3c(C)nn(-c4ccccc4)c3Cl)CC2)cc1 | 8 | 0 | 1 | 2 | 1.0 | 1.7 | 18 | -2 | -16
O=C(O)c1ccc(N/N=C/c2cn(Cc3ccc(F)cc3)c3ccccc23)cc1 | 9 | 4 | 2 | 1 | 20 | 1.3 | 34 | 0 | -17
CCC(C)[C@H](NC(=O)N1CC(=O)Nc2ccccc21)C(=O)Nc1nccs1 (stereo partly specified) | 1 | 3 | -16 | -2 | 1.0 | -0.1 | -6 | -2 | 6
O=C(CN1CCCCC1)NN(Cc1ccccc1)c1ccccc1 | 3 | 10 | -13 | 0 | 0.4 | 0.6 | -9 | -13 | -5
O=C(COC(=O)c1cc(=O)[nH]c2ccccc12)NC1CCCCCCC1 | 4 | -1 | -7 | -5 | -0.7 | 1.6 | 0 | 2 | -10
Cc1ccc(C(CC(=O)N2CCCC2)c2ccccc2)c(O)c1C (stereo unspecified) | 5 | 1 | -18 | 8 | -0.9 | -0.7 | -4 | -4 | -3
Cc1ccnc(SCc2cn3c(C)cccc3n2)n1 | 11 | 14 | -8 | 2 | -0.3 | 0.7 | 6 | -16 | -11
C=CC(COCc1ccccc1)N([C@@H](Cc1ccccc1)C(=O)OC)S(=O)(=O)c1ccccc1Br (stereo partly specified) | 18 | 4 | 29 | -9 | 5.2 | 0.0 | 4 | 0 | -11
CC(/C=C/c1ccco1)=N\NC(=O)c1cccc(Cl)c1 | 1 | 18 | -15 | -5 | 0.5 | 0.8 | -11 | -6 | -1
CC(C)COc1cccc(C(=O)NC2(C)CCS(=O)(=O)C2)c1 (stereo unspecified) | 1 | -7 | -13 | -2 | 1.7 | 2.0 | -9 | -3 | 0
C#CCN1C(=O)S/C(=C/C=C/c2ccc(N(C)C)cc2)C1=O | 24 | 3 | 72* | 13 | 24* | 9.2 | 34 | 36* | -12
O=C(OCCOc1cccc(Cl)c1)C1CCN(S(=O)(=O)c2ccccc2)CC1 | 2 | 7 | 13 | -8 | 4.3 | 4.6 | 17 | -1 | -11
CC(=O)Nc1ccc(Cl)cc1C(=O)c1ccc[nH]1 | 0 | 7 | · | 1 | · | -0.4 | -3 | -4 | ·
CCC1Oc2ccccc2N(CC(=O)NCCC2=CCCCC2)C1=O (stereo unspecified) | 5 | 13 | 4 | -12 | -0.3 | 2.5 | -12 | -3 | -2
Cc1ccc(N=Nc2c(N)[nH]n3c(=O)cc(-c4ccccc4)nc23)cc1 | 3 | 4 | 1 | -6 | -0.5 | -0.1 | -4 | -4 | -1
COc1ccc(/C=N/NC(=O)c2cccnc2)cc1Cn1nc([N+](=O)[O-])c(Br)c1C | 0 | · | -22 | · | 0.4 | · | -1 | · | 5
COc1ccc(C(=O)Nc2ccc3ncccc3c2)cc1 | 0 | -13 | -7 | 14 | -0.1 | -0.2 | -3 | -3 | -5
COc1ccccc1NC(=O)COC(=O)c1cc([N+](=O)[O-])ccc1N1CCCC1 | 0 | 15 | -22 | -12 | 0.2 | 2.5 | 46 | -7 | -6
Cc1c(C)c2c(OCC(=O)NCC(C)C)cc3c(c2oc1=O)CCC(C)(C)O3 | 3 | -5 | · | -4 | · | 4.0 | -12 | -5 | ·
COc1ccc(OCCN2CCC(C(=O)NC(c3ccc(Cl)cc3)c3cnccn3)CC2)cc1 (stereo unspecified) | 2 | 17 | · | -6 | · | 0.9 | 3 | -8 | ·
COc1ccc(C(=O)Nn2c(SCC(=O)NCc3ccccc3)nc3ccccc3c2=O)cc1 | 8 | 19 | -6 | -9 | -0.3 | 1.6 | -13 | -4 | -2
COc1ccc(-c2csc(NC(=O)C(CC(=O)O)N3CCOCC3)n2)cc1 (stereo unspecified) | 1 | -20 | · | 3 | · | 0.2 | -9 | 2 | ·
Cc1ccc(-c2nnc(NC(=O)c3c(F)cccc3Cl)s2)cc1 | 2 | 6 | -3 | 3 | 3.5 | 0.0 | -4 | -2 | -5
CC1CCCC(C)N1C(=O)CSc1nnnn1Cc1ccccc1 (stereo unspecified) | 6 | 11 | -18 | 1 | -0.4 | 0.5 | 3 | -2 | -10
Cn1c(=O)oc2cc(S(=O)(=O)NCc3ccc(Cl)cc3)ccc21 | 1 | 13 | -11 | -3 | 4.7 | 1.3 | 14 | -2 | -7
O=C(Cc1cccs1)NCc1cccc(Cl)c1 | -2 | 11 | · | -8 | · | -0.2 | 0 | -5 | ·
Cc1cccc2cc3c(NC(=O)C(C)C)nn(C)c3nc12 | 0 | 1 | -26 | 1 | -1.9 | 0.0 | -8 | -3 | -1
COc1ccc(CNC(=O)CCC(=O)Nc2cccnc2)cc1 | 5 | -3 | 1 | 1 | 2.8 | 0.3 | -1 | -1 | -7
CCN(Cc1ccccc1)S(=O)(=O)c1cc(C(=O)c2c(N)n(C)c(=O)n(C)c2=O)ccc1OC | 5 | 7 | -18 | -2 | 0.4 | 0.7 | 11 | -9 | -17
COc1ccc(C(=O)C2CCCN(C/C=C/c3ccccc3OC)C2)c(OC)c1 (stereo unspecified) | 1 | -11 | -22 | 12 | 2.4 | 0.2 | -8 | -10 | 1
CC1CCCCC1NC(=O)CCNC(=O)N1CC(=O)Nc2ccccc21 (stereo unspecified) | 1 | 6 | -6 | -11 | -0.3 | -0.1 | -3 | -2 | -13
O=C(Nc1cc(Br)ccc1O)c1cnn2c(C(F)F)cc(C3CC3)nc12 | 3 | 6 | -3 | 4 | 1.2 | 0.5 | 25 | -6 | -8
Cc1c(Cl)cccc1N/C(=N/S(=O)(=O)c1cccs1)c1ccccc1 | 7 | 6 | -26 | -19 | -0.9 | 1.1 | -8 | -10 | -21

Next part (2 carried over from the part before).
SMILES | TAAR1 ag | CHO-K1 Ca PAM | CHO parental Ca | CHO-K1 Ca antag | V1R ag counter | M1 ag parental | TAAR1 antag | M1 ag | OXTR potentiator
O=C(Nc1cc(Br)ccc1O)c1cnn2c(C(F)F)cc(C3CC3)nc12 | 3 | 6 | -3 | 4 | 1.2 | 0.5 | 25 | -6 | -8
Cc1c(Cl)cccc1N/C(=N/S(=O)(=O)c1cccs1)c1ccccc1 | 7 | 6 | -26 | -19 | -0.9 | 1.1 | -8 | -10 | -21
Fc1ccc(/C=N/N2CCN(Cc3ccccc3)CC2)cc1 | 7 | 22 | -6 | -9 | 0.9 | -0.2 | -11 | -6 | -4
FCCCOc1ccc(/C=N/OCc2ccc(Cl)cc2)cc1 | 14 | 1 | -15 | -5 | 0.1 | -0.1 | 22 | -1 | -8
COc1ccc(CNC(=O)COc2cc(O)c3c(c2)OC(C)(C)CC3=O)c(OC)c1 | -1 | 4 | -30 | -1 | -0.7 | 1.4 | -6 | -1 | -3
O=[N+]([O-])c1ccc(S(=O)(=O)Nc2nnc(C3CCCCC3)s2)cc1 | 0 | 18 | -7 | -4 | 2.6 | 0.7 | -6 | -3 | -9
CN(C)S(=O)(=O)c1ccc(NC(=S)NC(=O)Cc2ccccc2)cc1 | 14 | -8 | -5 | 11 | 6.1 | -0.1 | 4 | -7 | -10
CC(C)CCN(C(=O)c1ccncc1)c1c(N)n(Cc2ccccc2)c(=O)[nH]c1=O | 0 | 16 | -12 | -12 | -0.8 | 0.6 | -4 | -2 | -3
COc1ccccc1CNC(=O)c1cccnc1 | 1 | 7 | -1 | -7 | -0.1 | 0.8 | -6 | 0 | 0
CC(c1ccccc1)N1C(=O)c2ccc(C(=O)NCc3ccco3)cc2C1=O (stereo unspecified) | 19 | 7 | · | -8 | · | 2.4 | 16 | 0 | ·
CCOc1ccc2c(C)c(C)c(=O)oc2c1OCC | 1 | 13 | -15 | 0 | -1.0 | -0.3 | 7 | -6 | -2
Cn1nc(C(=O)NCc2cccc(F)c2)cc1C(=O)NCc1cccc(F)c1 | -1 | 25 | -6 | -14 | 2.2 | 2.6 | -2 | -2 | -4
Cc1noc(C)c1C(=O)OCC(=O)NC(=O)c1ccc(C(C)(C)C)cc1 | 1 | 12 | · | -14 | · | 0.4 | -7 | -7 | ·
CCCCN(C(=O)CSCC(=O)Nc1ccc(C)cc1)c1c(N)n(CC(C)C)c(=O)[nH]c1=O | -1 | 6 | -6 | 1 | 0.0 | -0.3 | -3 | -3 | 0
O=C(CCCNC(=O)c1ccc(Cl)cc1)Nc1ccccc1C(F)(F)F | -2 | -21 | -14 | -11 | 1.1 | -0.1 | 3 | -2 | -13
CN1CCN(C(=O)c2cccn(Cc3ccc(C(F)(F)F)cc3)c2=O)CC1 | 0 | 10 | -2 | 5 | 0.4 | -0.1 | -5 | 0 | -18
Cc1ccccc1NC(=O)CN1CCN(Cc2ccccc2)CC1 | 0 | 0 | -11 | -3 | 0.9 | 0.0 | 1 | -9 | -1
CC(=O)Nc1ccc(NC(=O)COC(=O)c2cc([N+](=O)[O-])ccc2N2CCOCC2)cc1 | 1 | 4 | -5 | -4 | 0.1 | 0.5 | -15 | -2 | -3
O=C(Nc1cc(Br)ccc1O)c1cc(-c2cccs2)on1 | 1 | -8 | 3 | 0 | 1.3 | 0.9 | 6 | -3 | -8
Cc1c(C(=O)NC2CCCCC2)oc2c1C(=O)CC(C)(C)C2 | 7 | 1 | -4 | -1 | -1.4 | -0.5 | 2 | -5 | -3
Cc1ccc(C(c2sc3nc(C)nn3c2O)N2CCN(c3ccc(F)cc3)CC2)cc1 (stereo unspecified) | 7 | -7 | -17 | 16 | -1.4 | -0.1 | 4 | -4 | -8
CN1C(=O)N(c2nnc(C(C)(C)C)s2)C(=O)C1c1ccccc1 (stereo unspecified) | 4 | -8 | -14 | 1 | 0.2 | -0.6 | -2 | 0 | -2
Cc1cccc(NC(=O)c2cn(-c3ccccc3)nc2-c2ccccc2)c1 | -1 | 1 | -10 | -1 | 0.3 | 0.1 | 27 | -6 | -11

Bioassay records as filed in PubChem BioAssay.
